Bioassay records as filed in PubChem.
Growth percent in the NCI-60 one-dose screen (48 h, 10 µM unless noted): 100 = growth as untreated, 0 = no growth, -100 = all killed.
SF-295 = SF-295 CNS cancer cells; AID 1794758; 5.6% of 79,000 active
CAKI-1 = CAKI-1 renal cancer | AID 1794772 | 4.7% of 75,000 active
A498 = A498 renal cancer cells | 5.4% of 76,000 active | AID 1794774
U251 = U251 CNS tumor cells | AID 1794753 | 5.4% of 80,000 active
SF-539 = SF-539 CNS cancer; 6.8% of 81,000 active
SNB-75 = SNB-75 CNS cancer | 5% of 79,000 active | AID 1794750
SF-268 = SF-268 CNS cancer cells | 3.1% of 82,000 active
NCI-H23 = NCI-H23 lung cancer | AID 1794731 | 4% of 80,000 active
SNB-19 = SNB-19 CNS cancer cells; 2.5% of 81,000 active; AID 1794751
Numbers without * were called inactive; nt = not tested or not shown; & = joins results of further samples; [ ] = another dose, or the depositor's remark. The calls were made as follows: active = growth percent below 10; inactive = the rest.

Start of the data: the first four records, to show the layout:
SMILES	SF-295	CAKI-1	A498	U251	SF-539	SNB-75	SF-268	NCI-H23	SNB-19
Cc1cc(=O)n(Nc2ccccc2)c(O)c1C#N	101	93	115	103	104	97	102	97	103
COc1ccc2[nH]c(O)c(/C=c3/ccc4c(c3)N=C(c3ccc(F)cc3)N=4)c2c1	nt	20	93	42	80	-12*	83	72	87
c1cncc(-c2nc(N3CCOCC3)c3c4c(sc3n2)CCCCC4)c1	96	83	59	63	nt	60	73	74	78
Nc1cccc(-c2nc3sccn3c2-c2ccnc(NCCNS(=O)(=O)c3cccc4ccccc34)n2)c1	99	90	96	105	103	nt	94	96	103

Main list, previewed entries included:
SMILES	SF-295	CAKI-1	A498	U251	SF-539	SNB-75	SF-268	NCI-H23	SNB-19
Cc1cc(=O)n(Nc2ccccc2)c(O)c1C#N	101	93	115	103	104	97	102	97	103
COc1ccc2[nH]c(O)c(/C=c3/ccc4c(c3)N=C(c3ccc(F)cc3)N=4)c2c1	nt	20	93	42	80	-12*	83	72	87
c1cncc(-c2nc(N3CCOCC3)c3c4c(sc3n2)CCCCC4)c1	96	83	59	63	nt	60	73	74	78
Nc1cccc(-c2nc3sccn3c2-c2ccnc(NCCNS(=O)(=O)c3cccc4ccccc34)n2)c1	99	90	96	105	103	nt	94	96	103
CC1=C(C)C(=O)C(Nc2ccc(C)cc2)=C(Cl)C1=O	107	92	72	100	97	65	96	nt	96
CCOC(=O)C1CCCN(Cc2nc3sc4c(c3c(=O)[nH]2)CCC(C)C4)C1 (stereo not given)	109	109	101	102	101	109	104	93	103
N#CCCc1ccc(O)cc1	98	95	104	97	99	88	110	117	110
O=c1c(Nc2ccccc2)nnc2n(Cc3ccccc3)c3ccccc3n12	71	56	nt	70	55	nt	62	77	59
O=C1c2ccccc2C(=O)N1Cc1ccc(Cl)cc1[N+](=O)[O-]	120	108	108	102	95	92	106	95	97
CCCCCC(=O)c1cc(O)c(O)c(O)c1	97	nt	nt	79	87	74	72	102	92

Sorted by heavy-atom count (largest number first): some entries from above
SMILES	SF-295	CAKI-1	A498	U251	SF-539	SNB-75	SF-268	NCI-H23	SNB-19
Nc1cccc(-c2nc3sccn3c2-c2ccnc(NCCNS(=O)(=O)c3cccc4ccccc34)n2)c1	99	90	96	105	103	nt	94	96	103
COc1ccc2[nH]c(O)c(/C=c3/ccc4c(c3)N=C(c3ccc(F)cc3)N=4)c2c1	nt	20	93	42	80	-12*	83	72	87
CCOC(=O)C1CCCN(Cc2nc3sc4c(c3c(=O)[nH]2)CCC(C)C4)C1 (stereo not given)	109	109	101	102	101	109	104	93	103
c1cncc(-c2nc(N3CCOCC3)c3c4c(sc3n2)CCCCC4)c1	96	83	59	63	nt	60	73	74	78
CC1=C(C)C(=O)C(Nc2ccc(C)cc2)=C(Cl)C1=O	107	92	72	100	97	65	96	nt	96
CCCCCC(=O)c1cc(O)c(O)c(O)c1	97	nt	nt	79	87	74	72	102	92

Following part.
SMILES	SF-295	CAKI-1	A498	U251	SF-539	SNB-75	SF-268	NCI-H23	SNB-19
CCNC(=O)Oc1ccc(/C(=C(/C)c2ccc(OC)cc2)c2ccc(OCCN3CCCC3)cc2)cc1	84	93	nt	74	74	94	91	82	93
O=C(Cn1ccc(Nc2ccccc2)cc1=O)Nc1ccccc1	103	97	107	100	84	92	102	99	nt
Cc1cc(C)c(S(=O)(=O)c2ccc(F)cc2)c(C)c1	94	96	125	101	106	103	100	104	108
COc1ccc(N=Nc2c(N)nn3c(-c4ccc(OC)c(OC)c4)ccnc23)cc1	66	-60*	96	69	21	82	87	73	74
CCOC(=O)/C=C1\SC(=Nc2ccc(C#N)cc2)N(CCN2C(=O)/C(=C/C(=O)OCC)SC2=Nc2ccc(C#N)cc2)C1=O	77	nt	64	-8.0*	42	54	30	52	28
COc1cc2nc(CNc3ccc(C)cc3)[nH]c(=O)c2cc1OC	113	104	111	94	101	68	86	86	100
Cc1cccc(Nc2nc(-c3c(C)nc4ncccn34)cs2)c1	66	47	52	74	78	59	91	74	79
CCCCC(C(C)=O)C(=O)OCC (stereo not given)	129	112	88	115	96	46	107	112	108
O=C(c1ccc(Cl)nc1)c1cccs1	108	nt	108	101	93	90	109	95	101
CC(=N\OCCC#N)/C(C)=N/OCCC#N	103	92	112	115	101	139	87	102	nt
C#CCN1CCC[C@H]1C(=O)NCC(=O)OC	102	99	108	98	102	99	103	99	98
Cc1ccc(C(=O)O)cc1[N+](=O)[O-]	95	109	98	104	111	90	111	100	103
Cc1ccc(-c2cc(C(=O)N3N=C(c4ccc(Cl)cc4)CC3c3cc(-c4ccccc4)nn3-c3ccccc3)c3ccccc3n2)cc1 (stereo not given)	85	nt	93	85	107	78	78	87	82
O=P(Cc1ccccc1)(Cc1ccccc1)c1ccccc1	87&102	95&99	96	102	107&100	104&99	93&104	96&91	101&102
COc1cc(-c2nc(-c3ccccc3)[nH]c2-c2ccnc(NCCCNS(=O)(=O)c3ccc(C(F)(F)F)cc3)n2)ccc1F	90	91	75	82	87	88	75	101	91
O=c1cc(OCCSC(=S)N2CCCCC2)c2ccccc2o1	71	87	73	87	96	86	95	63	93
C=C(c1ncc(C(=O)O)cn1)c1cc2c(cc1C)C(C)(C)CCC2(C)C	107	95	78	96	92	79	96	90	117
O=c1cc(S)nc[nH]1	103	nt	105	95	100	98	102	100	103
COc1ccc(OC)c(-c2cc(-c3ccc(Cl)cc3)c3c(N)c(C(=O)c4ccc(Cl)cc4)sc3n2)c1	99	89	nt	101	101	74	100	91	103
N#Cc1ccc(NC(=O)NCCCl)cc1	95	nt	87	96	94	92	100	102	107
N=c1scc(-c2ccccc2)n1CC(=O)N1CCOCC1	nt	76	117	95	99	59	104	96	98
CN(C)CCN1CCN(c2ncccc2C2Oc3ccccc3-n3cccc32)CC1 (stereo not given)	102	78	82	94	91	83	89	101	100
CC(=O)Nc1cccc(Nc2cc(NC(C)=O)ccc2C(=O)NCc2ccc3c(c2)OCO3)c1	98	108	108	103	94	105	103	104	107
CC(C)N1CCC(=O)NC1=O	119	115	131	120	114	99	109	105	108
CC1(CI)COC(Cc2ccccc2)(Cc2ccccc2)OC1	119	nt	81	100	114	97	97	93	109
O=C(c1ccc(Cl)cc1)C(Nc1ccccc1)c1ccc(Cl)cc1 (stereo not given)	94	87	94	90	100	79	92	82	101
N#Cc1c(-c2cccs2)cc(-c2ccncc2)[nH]c1=O	102	93	96	100	93	95	98	97	96
COC(=O)C(CCc1ccc([N+](=O)[O-])cc1)(CCc1ccc([N+](=O)[O-])cc1)C(=O)OC	77	67	nt	85	92	97	90	78	95
CCOc1ccc(/C(O)=C2\C(=O)C(=O)N(c3nnc(C)s3)C2c2ccccc2F)cc1 (stereo not given)	109	100	113	104	94	117	108	123	103
O=C(CN1C=NC2C(N3CCOCC3)=NC=NC21)c1ccc(Cl)cc1 (stereo not given)	101	92	nt	96	96	nt	103	94	99
CSCC(C)C(N)C(=O)O (stereo not given)	92	99	108	nt	94	81	102	105	98
COc1ccc(C(=O)c2cccs2)cc1	100	93	119	95	116	97	114	102	128
CCc1c(C)c2cc3c(c(C)c2oc1=O)OCC(c1ccc(Br)cc1)=N3	106	nt	109	95	96	95	97	94	101
CC(=O)Nc1nonc1-c1nc2ccccc2n1CC#N	118	97	99	102	98	93	107	94	96
Cc1ccc(-c2nc(-c3c[nH]c4ncccc34)cs2)cc1	110[100 µM]	122[100 µM]	115[100 µM]	108[100 µM]	71[100 µM]	87[100 µM]	94[100 µM]	83[100 µM]	109[100 µM]
COc1cccc(-c2nc3sccn3c2-c2ccnc(NCCNS(=O)(=O)c3cccc4ccccc34)c2)c1	65	39	55	nt	84	56	58	76	71
CCCCCN(CCCCC)CCCCCCCCN1CCCc2ccccc21	80	55	114	101	107	77	87	76	102
O=C(O)C1=NN(c2ccc(S(=O)(=O)O)cc2)C(=O)C1	100	92	nt	100	99	94	96	108	100
Brc1ccc2c3c(cccc13)CC2	88	81	93	87	118	101	107	97	108
O=C(O)CCCCn1c(-c2ccc(Cl)cc2)nc(-c2ccccc2)c1-c1ccccc1	51	78	53	66	89	78	79	82	91

Entries of single compounds, looked up by structure:
O=C(O)C1=NN(c2ccc(S(=O)(=O)O)cc2)C(=O)C1 in the list: SF-295: 100; CAKI-1: 92; A498: nt; U251: 100; SF-539: 99; SNB-75: 94; SF-268: 96; NCI-H23: 108; SNB-19: 100
CC(=O)Nc1nonc1-c1nc2ccccc2n1CC#N in the list: SF-295: 118; CAKI-1: 97; A498: 99; U251: 102; SF-539: 98; SNB-75: 93; SF-268: 107; NCI-H23: 94; SNB-19: 96

(cont.)
SMILES	SF-295	CAKI-1	A498	U251	SF-539	SNB-75	SF-268	NCI-H23	SNB-19
CC(C)C1=CC2=C(C=O)C[C@@H]3[C@](C)(CCC[C@@]3(C)C(=O)OCC#CCN3CCCC3)[C@H]2CC1	80	105	89	56	64	nt	87	62	85
CCOC(=O)c1cc2c(n1Cc1ccccc1)-c1oncc1CC2	64	36	48	96	90	89	54	89	86
Cc1ccc(CCC2CCCC2C2CC2)cc1C (stereo not given)	90	102	125	94	105	121	138	104	94
Clc1cccnc1Cl	103	100	124	98	103	89	108	103	102
Oc1nc(Nc2nccs2)sc1/C=c1\ccc2c(c1)N=CC=2	49	71	50	47	80	89	72	nt	60
CCOC(=O)c1ccc([N+](=O)[O-])o1	108	115	90	106	105	101	104	100	105
O=c1nc2s/c(=C\C=C\c3ccccc3)c(=O)n2c2nc(-c3ccccc3)c(-c3ccccc3)nc12	102	83	86	100	95	90	97	92	97
C#C[C@]1(O)CC[C@H]2[C@@H]3CC=C4c5nc(Nc6ccccn6)sc5CC[C@]4(C)[C@H]3CC[C@@]21C	-72*	-38*	-49*	-26*	-65*	-42*	-24*	35	11
O=C(OCc1ccc2c(c1)OCO2)c1ccc(Cl)cc1	98	93	108	95	96	89	105	102	100
Nc1nc(Cl)c(Cl)nc1N	94	91	87	104	90	80	105	98	106
COc1ccc(/C=C2\CN(C(=O)C(Cl)Cl)C/C(=C\c3ccc(OC)cc3)C2=O)cc1	-25*	-19*	-73*	-68*	-40*	21	24	-37*	-11*
CC(C)NC(=O)c1cc(NCc2cc(O)ccc2O)ccc1O	114	101	nt	103	94	107	98	99	100
CCN(CC)C(=O)c1cccc(OC)c1OC	nt	115	100	107	104	100	102	102	105
O=C1C(=O)c2ccccc2C(O)=C1C(C1=C(O)c2ccccc2C(=O)C1=O)c1ccccc1O	108	98	82	106	103	75	97	86	105
CC1CCCCN1CCCNC(=O)c1ccc2c(c1)sc1nc(-c3ccc(F)cc3)cn12 (stereo not given)	109	97	84	99	99	84	93	92	104
COc1ccc(-c2cn(-c3ccc(Cl)cc3)c(SCC(=O)c3ccc(F)cc3)n2)cc1	74	79	71	73	82	80	71	78	79
Cc1nc(Cl)c(C)c(Cl)n1	99	nt	120	103	100	102	98	98	108
OC/C=C/c1ccccc1	104	114	106	101	109	87	107	114	110
CC(=O)Nc1nc(C)c(-c2csc(Nc3ccccc3)n2)s1	12	29	16	41	16	38	47	35	36
Nc1cc2[nH]c(=O)c3ccccc3c2cc1[N+](=O)[O-]	83	57	72	66	70	73	88	76	71
O=C(Nc1ccc(N2CCOCC2)cc1)c1cncnc1Nc1ccc2c(ccn2Cc2cccc(F)c2)c1	100	72	79	88	91	66	87	108	91
CC(C)(C)NCc1cc(O)c(CNC(C)(C)C)cc1O	110	101	91	100	110	67	98	105	106
CC(=O)c1sc(Nc2cccnc2)nc1C	98	101	nt	100	104	108	102	94	99
CCN1C(=O)[C@@H]2[C@H](C1=O)[C@@H]1c3ccccc3C=NN1[C@H]2C(N)=O	101	95	102	99	105	105	99	111	107
C=CCOC(=O)C1=C(C)NC2=C(C(=O)CCC2)C1c1ccc(F)cc1 (stereo not given)	102	85	99	98	102	80	106	92	85
CCOC(=O)C1=C(N)Oc2c(sc3c(F)cccc23)C1c1ccc(Cl)cc1 (stereo not given)	102	nt	96	97	105	88	100	91	98
COc1ccc2occ(C3=C(c4cn(C)c5ccccc45)C(=O)N(O)C3=O)c2c1	99	66	72	67	101	80	85	89	78
Cc1ccc(C)c(CCCCS(=O)(=O)O)c1	113	103	108	105	104	93	117	107	103
CCCCCCCCN(CCCCCCCC)C(=O)C(C)O (stereo not given)	99	108&86	102	92	105&110	90&89	105&100	98&93	112&98
Oc1ccccc1/C=N/N=C\c1ccccc1Cl	99	87	141	93	105	87	92	88	92
CCOC(=O)c1sc(N)nc1C(F)(F)F	106	100	109	96	99	86	107	140	102
OCC1OC(c2ccccc2)OC2COC(c3ccccc3)OC12 (stereo not given)	111	94	100	102	101	109	114	112	103
CCSc1ccnc(SCC)n1	95	95	90	101	102	84	109	101	108
O=C(CNC(=O)c1cccc2ccccc12)Nc1ccccc1Oc1ccccc1	14	32	-15*	11	1.6*	39	18	21	34
NS(=O)(=O)c1ccc(NN=Nc2ccc(S(=O)(=O)O)cc2)cc1	104	98	104	99	106	100	103	107	121
CS(=O)(=O)Nc1cc(-c2cc3ncc(C#N)c(Nc4ccc(Oc5ccccc5)c(Cl)c4)c3s2)cnc1Cl	38	19	-15*	45	58	39	53	57	63
Cc1ccccc1N1C(c2ccccc2)=NNC12C=CC(=O)C=C2Cl (stereo not given)	108	105	109	94	93	96	99	98	106
Nc1ncc(CO)c(N)n1	100	102	104	104	94	87	108	108	109
CCOC(=O)c1c(NC(=O)c2ccc(C(F)(F)F)cc2)sc2c(CN3CCN(C)CC3)c(O)ccc12	-58*	-66*	-6.7*	-88*	-90*	64	-50*	56	-27*
Brc1ccc(-c2cc(-c3cccs3)cc(-c3ccccc3)n2)cc1	nt	107	124	nt	106	86	108	96	108
Cc1cc(C)n(C(=O)CSc2nc3sc(C(N)=O)c(C)c3c(=O)n2Cc2ccccc2)n1	107	104	73	105	103	101	101	nt	89
Cc1cc(C)c(C(=O)Cc2ccccc2)c(C)c1	101	95	82	98	101	60	100	96	104
CCCCCSc1nnc(-c2c(C)nc3ccc(Br)cn23)o1	95	88	81	87	88	95	97	82	89
